Assay outcomes from PubChem.
IkB sig inh – suppresses IkB signaling in ABC-DLBCL reporter cells | 110,000 compounds, 0.04% hits | AID 445 | ABC-DLBCL IkBa-CBG/CBR dual luciferase ratio, 4 h; response scale: scaled: untreated 0%, proteasome inhibitor 100% | Potency, µM (highest dose often 57.1 µM), without a hit: at the highest dose IkBa stabilization activation; active means well fitted curve in the direction sought with a large enough effect in the signal ratio, not every such curve was filed as active; inconclusive means small, poorly fitted or top-dose-only effect, or a change in a side signal; the % refers to the signal ratio;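 further: the direction sought is a rising ratio; 0% = basal untreated cells and 100% = reference inhibitor full response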
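Luminescence ratio of IκBα-fused green versus native red beetle luciferase in OCI-Ly3 cells, 4 h post-doxycycline with compound; red signal alone, scaled from basal (0%) to zero light (-100%), flagged nonspecific or cytotoxic effects.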
p53ts 32C kill – cytotoxicity in p53ts cells at permissive temperature; H1299-p53A138V at 32C, ATP luminescence viability, 24 h; Potency, µM (top dose mostly 46.1 µM), for inactives: at the top dose activity change, negative = cytotoxicity, actives largely listed as cytotoxic; 130,000 compounds, 0.93% hits;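 further: 0% = DMSO and -100% = full killing by reference compound; nearly all actives have a fitted effect of over 55% in size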
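H1299-p53 A138V cells (temperature-sensitive p53) exposed 24 h to up to 46 uM compound at 32C, where p53 is wild-type in conformation. Viability read as ATP luminescence and normalised to DMSO and 100 uM tamoxifen. AC50 fitted with the Hill equation.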
Imprint erasure – inducers of genomic imprint erasure in mouse ES cells | mouse ES Peg3-LacZ reporter, beta-gal luminescence, 40 h | Potency, µM (titrated, usually from 60.7 µM), for inactives: top-dose activity change, positive = activation, hits mostly activators | 110,000 compounds, 0.02% hits | AID 1948;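 further: 0% = negative control wells on the plate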
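Readout: BetaGlo luminescence (5 min, room temp) for LacZ from the normally silent maternal Peg3 allele in female Peg3LacZ-Neo ES cells. Cells 300/well, 40 h, 37C, 5% CO2. Data normalized per plate to negative controls.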
p53ts 39C kill – p53ts cell cytotoxicity, nonpermissive temperature | H1299-p53A138V viability at 39C, ATP luminescence, 24 h | Potency, µM (titrated, usually from 46.1 µM), for inactives: at the top dose activity change, negative = cell killing, usual class: cytotoxic | 130,000 compounds, 1.5% hits; further: nearly all actives have a fitted effect of over 55% in size
* = called active by the depositor; u = inconclusive; x = no result given; & = joins results of further samples; [ ] = dose if it differs, or a comment. Unless noted, the call rests on the fitted dose curve; in most records, active means well fitted curve in the direction sought with a large enough effect; inconclusive means small, poorly fitted or top-dose-only effect, or another doubt; inactive means no such curve, though single readings can be large; an effect the other way counts as inactive or inconclusive. Unless noted, on the % scale 0 is the no-effect control and ±100 the full control effect; potency means the concentration at half of the fitted maximal effect.

Each structure is followed by: IkB sig inh | p53ts 32C kill | Imprint erasure | p53ts 39C kill
COCCCNC(=O)C1CCN(Cc2cc3ccccc3n2Cc2cccc(Cl)c2)CC1
  u | 11% | -6%[10.9 µM] | -21%
Cc1ccc(C(=O)Nc2c(-c3ccccc3)nc3ccccn23)cc1C
  -0.2% | 5% | 8%[10.9 µM] | -7%
CCOC(=O)Cn1nc(-c2ccc(Cl)cc2)cc1N
  6.3% | -10% | x | -24%
CN(C)c1ccc(-c2ccncc2)cc1
  -1.5% | 22% | -22% | -8%
CSc1ccc(CCNC(=O)CCn2c(=O)c3cccn3c3ccc(F)cc32)cc1
  2.7% | 4% | -5%[10.9 µM] | 10%
CCOc1ccccc1N(CC(=O)Nc1ccccc1C(=O)NCc1ccco1)S(C)(=O)=O
  0.7% | 7% | -12% | 0%
Cc1cc(NC(=O)CSc2nnc(-c3ccco3)n2Cc2ccco2)no1
  -0.1% | 0% | -11% | 0%
O=C(CCc1ccccc1)NC1CCSC1=O (configuration not stated)
  -0.2% | -2% | 3% | 15%
Cc1cnc(CNc2nc(-c3ccccc3Cl)nc3ccccc23)cn1
  1.6%[11.4 µM] | 5% | -18% | 2%
Cc1ccc(NC(=O)CCc2c(C)nc3nc(C)nn3c2C)c(Cl)c1
  u | -10% | 5%[10.9 µM] | -2%
CCCCCC1NC(=O)NC1CCCCCC(=O)O (configuration not stated)
  3.3% | 0% | 0% | 4%
c1coc(CN(Cc2ccco2)c2ncnc3c2oc2ccccc23)c1
  x | -7% | x | 6%
CCCOC(=O)c1ccc(NS(=O)(=O)c2cccs2)cc1
  -0.1% | -2% | -8% | 8%
O=C(CSc1nnc(-c2ccccn2)n1-c1ccccc1)Nc1ccc2c(c1)OCO2
  0.5% | -12% | 2% | 2%
O=C(CC1SC(N2CCCCC2)=NC1=O)Nc1cccc(C(=O)O)c1 (configuration not stated)
  1.5% | 20% | -5% | 0%

Next records
Each structure is followed by: IkB sig inh | p53ts 32C kill | Imprint erasure | p53ts 39C kill
CCC(C)n1c(SCc2c(F)cccc2Cl)nc2ccsc2c1=O (configuration not stated)
  u | -15% | -13%[10.9 µM] | -7%
COc1ccc(OC)c(CNc2ncnc3onc(-c4ccc(Cl)cc4)c23)c1
  0.8% | 22% | -14%[10.9 µM] | 2%
COc1cc(-c2noc(CCC(=O)Nc3cccnc3)n2)cc(OC)c1OC
  0.9% | 1% | -6% | 7%
O=C(Nc1ccc(Cl)cc1Cl)c1cc(S(=O)(=O)NCc2ccc3c(c2)OCO3)ccc1F
  -3.7% | -5% | -12%[10.9 µM] | -12%
Cc1sc2c(c1C)c(=O)n(-c1cccc(C(F)(F)F)c1)c(=O)n2Cc1ccc(F)cc1
  -0.5% | -1% | 6%[10.9 µM] | -14%
CCN(Cc1cc2cc(OC)ccc2[nH]c1=O)C(=O)Cc1ccc(OC)cc1
  -0.3% | -2% | -11% | 3%
CCN1C(c2ccccc2)=C(c2ccccc2)S/C1=C/C=C1\SC(=S)N(C)C1=O
  x | 1% | x | 6%
O=C(CCN1C(=O)C2C3C=CC(C3)C2C1=O)N1CCN(c2ccccc2F)CC1 (configuration not stated)
  0.1% | 6% | -10% | 23%
O=C(Cn1c(=O)oc2cc(S(=O)(=O)N3CCCC3)ccc21)NCc1ccc(F)cc1
  u | 0% | -7%[10.9 µM] | -7%
COc1ccccc1NC(=O)C1=C(C)Nc2nc(SCc3ccccc3)nn2C1c1cccc(O)c1 (configuration not stated)
  u | -2% | -12%[10.9 µM] | 2%
O=C(Nc1nc2ccc(F)cc2s1)c1nc(S(=O)(=O)Cc2ccccc2F)ncc1Cl
  -3.2% | 10µM* | -67%[inhibitor][10.9 µM] | 5µM*
c1cncc(CNc2ccnc(-c3cccnc3)n2)c1
  -0.8%[11.4 µM] | 8% | u | -7%
COC(=O)N1C2(C=CC1(C)C(=O)NCc1ccc(N(C)C)cc1)CCCCC2 (configuration not stated)
  x | 18% | -9% | 0%
C[N+](C)(C)CCOC(N)=O
  0.6%[25.6 µM] | 3% | 0% | -15%
CCOc1cccc2cc(C(=O)N3CCN(C/C=C/c4ccccc4)CC3)c(=O)oc12
  u | -3% | -12% | -2%

(next part)
Each structure is followed by: IkB sig inh | p53ts 32C kill | Imprint erasure | p53ts 39C kill
COc1ccc(C2Nc3ccccc3-n3c(-c4ccccc4)c4c(=O)n(C)c(=O)n(C)c4c32)cc1 (configuration not stated)
  u | 4% | -18%[10.9 µM] | 17%
C[C@@](Cc1ccc(O)c(O)c1)(NN)C(=O)O
  0.7% | -13% | -12%&-3%&-19% | -11%
Cc1ccc2ncc3c(-c4ccc(F)cc4)nn(CC(=O)Nc4ccccc4C)c3c2c1
  -1.1% | -1% | -6%[10.9 µM] | -16%
Cc1cc(OCC(=O)NCCN2CCOCC2)ccc1Br
  -1.3% | -9% | -9% | 3%
O=S(=O)(Nc1nc2ccccc2nc1NCc1ccco1)c1ccccc1
  2.0% | 9% | -11% | -4%
COc1ccc(C(C)NC(=O)CN(c2cc(OC)ccc2OC)S(=O)(=O)c2ccccc2)cc1 (configuration not stated)
  u | -3% | -9%[10.9 µM] | 0%
O=C(NCCCN1CCOCC1)c1c(F)cccc1F
  -3.3% | -4% | -2% | -3%
CCOC(=O)c1c(NC(=O)c2ccc(Br)o2)sc(C)c1CC
  u | -1% | 4% | 7%
COc1cc(OC)c(C(=O)Nc2ccc(N(C)C)cc2)cc1OC
  -0.8% | -26% | 3% | -27%
Cc1ccc(OCC(=O)Nc2cccc(OCc3cc(=O)n4ccccc4n3)c2)cc1C
  u | -3% | -14%[10.9 µM] | 0%
Cc1ccc(O)c(-c2cc(C(=O)NCc3ccncc3)[nH]n2)c1
  1.5% | -4% | -33%[inhibitor] | -6%
CS(=O)(=O)N(CCc1ccccc1)CC(=O)N1CCN(c2ccccc2)CC1
  1.3% | -4% | -5% | 0%
CCOC(=O)C1C(=O)CC(C)(O)C(C(=O)OCC)C1c1ccc(C)s1 (configuration not stated)
  5.8% | -10% | -6% | 3%
COc1ccccc1N1CCN(c2ncnc3c2cnn3-c2cccc(Cl)c2)CC1
  u | 6% | -19%[10.9 µM] | -33%
COc1ccc(C(=O)Nc2ccccn2)cc1
  x | -2% | x | 17%

Next section
Each structure is followed by: IkB sig inh | p53ts 32C kill | Imprint erasure | p53ts 39C kill
CCn1c(C)nc2cc(-c3nc4n(n3)Cc3ccccc3-4)ccc21
  0.5% | 0.32µM* | -97%[inhibitor] | 0.4µM*
CSc1ccc(Cl)c(C(=O)OCC(=O)N2CC(C)OC(C)C2)c1 (configuration not stated)
  0.7% | 10% | -11% | -2%
C/C(N)=C(/C#N)C(=O)CSc1nnc(Nc2c(C)cccc2C)s1
  0.4% | -11% | -8% | 8%
CC(C)CCn1c(Oc2ccccc2F)nc2c1c(=O)n(C)c(=O)n2C
  u | 3% | -7%[10.9 µM] | -26%
O=C(NCc1ccc(Cl)cc1)C(=O)NCC(c1cccs1)S(=O)(=O)c1cccs1 (configuration not stated)
  u | -9% | -12%[10.9 µM] | 2%
CCOc1ccc(C(=O)Nc2ccc(OCc3cc(=O)n4cccc(C)c4n3)cc2)cc1
  0.1% | -1% | -10%[10.9 µM] | 2%
COc1ccccc1CNc1ccc(-c2nc(C(C)C)no2)cc1[N+](=O)[O-]
  u | -12% | -8%[10.9 µM] | -12%
Cc1nc2c(ccc3nc(NC(=O)c4ccc(S(=O)(=O)N(C)C)cc4)sc32)s1
  u | 0% | 0% | 9%
O=C(CCC(=O)OCC(F)(F)C(F)F)NCc1ccccc1
  2.3% | 3% | -1% | -7%
CC(=O)c1sc(NC(=O)C=C(C)C)nc1C
  0.9% | -12% | -66%[inhibitor] | 5%
O=C(Nc1ccccc1)N(Cc1cccs1)c1ccc(Cl)cc1
  -3.4% | -3% | -11%[10.9 µM] | 5%
CCCCOC(=O)CSc1nnc(-c2cc(OC)c(OC)c(OC)c2)o1
  u | -10% | 3% | 0%
CC1CCN(C(=O)Cn2cc(SCC(=O)NCc3ccc(F)cc3)c3ccccc32)CC1
  u | 7% | -10%[10.9 µM] | -1%
Cc1cc(C)n(C(C)CC(=O)NCc2ccc(Cl)cc2)n1 (configuration not stated)
  1.0% | 1% | -7%[10.9 µM] | 3%
CCOC(=O)NC(Nc1nnc(SCC)s1)(C(F)(F)F)C(F)(F)F
  1.3% | -3% | 1% | 7%

Five compounds from above, sorted by number of heavy atoms, high to low.
Each structure is followed by: IkB sig inh | p53ts 32C kill | Imprint erasure | p53ts 39C kill
COc1ccccc1CNc1ccc(-c2nc(C(C)C)no2)cc1[N+](=O)[O-]
  u | -12% | -8%[10.9 µM] | -12%
CCOC(=O)NC(Nc1nnc(SCC)s1)(C(F)(F)F)C(F)(F)F
  1.3% | -3% | 1% | 7%
O=C(Nc1ccccc1)N(Cc1cccs1)c1ccc(Cl)cc1
  -3.4% | -3% | -11%[10.9 µM] | 5%
Cc1cc(C)n(C(C)CC(=O)NCc2ccc(Cl)cc2)n1 (configuration not stated)
  1.0% | 1% | -7%[10.9 µM] | 3%
CC(=O)c1sc(NC(=O)C=C(C)C)nc1C
  0.9% | -12% | -66%[inhibitor] | 5%

The list continues.
Each structure is followed by: IkB sig inh | p53ts 32C kill | Imprint erasure | p53ts 39C kill
O=c1c(-c2cccs2)nc2cncnc2n1Cc1ccc(F)cc1
  0.7%[11.4 µM] | -1% | -5% | -19%
CC1CCN(c2nncc3ccccc23)CC1
  -0.7% | 6% | -15% | -6%
COCCNC(=O)CCCn1c(=O)c2cc(OC)c(OC)cc2n(CC(=O)Nc2ccc(F)cc2)c1=O
  u | 18% | -5%[10.9 µM] | -11%
COC(=O)c1cc2sccc2n1Cc1nc(-c2ccc(C)cc2)oc1C
  -2.3% | u | -1%[10.9 µM] | -25%
CCN(CC)S(=O)(=O)c1cc(C(=O)Oc2ccccc2OC)ccc1OC
  -1.2% | 13% | -10% | -11%
CCOc1ccc(OCC)c(NC(=O)c2ccc(-c3ccccc3)s2)c1
  u | -3% | -15%[10.9 µM] | -14%
CCCS(=O)(=O)n1nc(-c2ccc(OC)cc2OC)cc1N
  -5.5% | -3% | -11% | 51%[activator]
COc1ccc(CCNC(=O)CCCCCn2c(SCC(N)=O)nc3cc4c(cc3c2=O)OCO4)cc1OC
  u | -7% | -6%[10.9 µM] | -29%
COc1ccc(NC(=O)C2C(=O)NC3(C)CC2c2ccccc2O3)cc1 (configuration not stated)
  u | 2% | -11% | 0%
CCOC(=O)c1ccc(NC(=O)CSc2n[nH]c(-c3ccncc3)n2)cc1
  2.6% | 31%[activator] | 11% | 30%[activator]
COCC(C)NC(=O)c1cc(-c2cccc(OC)c2)on1 (configuration not stated)
  u | -24% | -41%[inhibitor] | u
O=C(CCCc1nc2ccccc2s1)N1CCN(S(=O)(=O)c2cccs2)CC1
  u | -4% | -12% | 5%
CCOc1ccc(CCNC(=O)c2cc3cc4ccc(OC)cc4nc3s2)cc1OCC
  3.2% | 4% | -10%[10.9 µM] | -8%
Cc1ccc(CCNC(=O)c2ccc(CNS(=O)(=O)c3ccc(F)cc3)cc2)cc1
  u | -2% | -17%[10.9 µM] | -8%
CCN(CC)c1ccc2cc(-c3nnc(-c4cccc(Cl)c4)o3)c(=O)oc2c1
  23% | -3% | -24%[10.9 µM] | 4%

The list continues.
Each structure is followed by: IkB sig inh | p53ts 32C kill | Imprint erasure | p53ts 39C kill
COc1ccc(NC2CCN(C3CC(=O)N(c4ccc(F)c(Cl)c4)C3=O)CC2)cc1 (configuration not stated)
  4.5% | 3% | -13% | 15%
COc1cc(C2C(=O)N(C3CCCC3)CC(=O)N2Cc2ccco2)ccc1OC(C)C (configuration not stated)
  -1.0% | 8% | -10% | -11%
CCOC(=O)c1c(NC(=O)OC)sc(C(=O)N(CC)CC)c1C
  -3.5% | 4% | -8% | 9%
COc1ccc(C2CC(=O)N3CN(C4CCCCC4)CSC3=C2C#N)cc1 (configuration not stated)
  1.6% | 2% | 7%[10.9 µM] | 12%
CCOCCc1nn2c(=O)cc(COC(=O)c3ccccc3Br)nc2s1
  u | -1% | -5%[10.9 µM] | -9%
COc1cccc(-c2nc(CS(=O)(=O)CC(=O)NCc3ccc(Cl)cc3)c(C)o2)c1
  -0.3% | -8% | -13% | -10%
COc1ccc(-c2cc3ccccc3n2CC(O)CN2CCN(CCO)CC2)cc1 (configuration not stated)
  1.4% | 6% | 5% | -1%
CCc1ccc(Nc2cc(C)nc3nc(Cc4ccc(Cl)cc4)nn23)cc1
  u | -12% | -14%[10.9 µM] | 20µM*
